MKP-3 inhibition: inhibition of rat DUSP6 enzyme activity – biochemical, in vitro, primary screen (AID 425). recombinant MKP-3 phosphatase activity, fluorescence; higher % means a stronger effect. one-dose inhibition, % at 20 µM; IC50 in µM for titrated hits. 0.17% of 110,000 active; in the data active = inhibition above about 50%;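 note: plate controls were vehicle for no effect and reference inhibitor for full effect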
Hsp70 inhibitors: small molecules displacing fluorescent ligand from Hsp70 – biochemical, fluorescence polarization, primary screen (AID 583); displacement, % at 20 µM; hits with a dose series show IC50 in µM; 0.06% of 140,000 active; Hsp70 fluorescence polarization probe displacement, mP; higher % means a stronger effect; in the data active = displacement above about 50%;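 note: plate controls were vehicle for no effect and reference ligand for full effect; a part of the inactive calls stands beside numbers as strong as those of hits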
* = called active by the depositor; . = not tested or not shown.

mol | Hsp70 inhibitors | MKP-3 inhibition
Cn1nc(-c2ccc(Cl)cc2)c2cc(C(=O)N3CCN(c4ccccn4)CC3)sc21 | -0.8% | -4%
Cc1nc(SCn2nnc3ccccc3c2=O)c2c(C)c(C)sc2n1 | 4.2% | 3%
COc1cccc(/C=N/NC(=O)c2cnccn2)c1O | -2.5% | 0%
O=C1CC(N(O)C2CC(=O)N(Cc3ccccc3)C2=O)C(=O)N1Cc1ccccc1 (centres undefined) | -2.1% | -1%
Cc1n[nH]c(C)c1Sc1ccccc1N=Cc1ccc(C(=O)O)cc1 | -2.8% | -1%
Cc1nnc(NC(=O)c2ccc(C)c(S(=O)(=O)N3CCOCC3)c2)s1 | 8.1% | .
O=C(CSc1nnc(-c2ccccc2Br)o1)N1CCN(C(=O)c2ccco2)CC1 | 6.4% | -2%
CCOc1ccccc1OCCn1ncc2ccc(OC)c(OC)c2c1=O | -0.9% | .
COc1ccc(C(=O)Nc2cc(C(F)(F)F)ccc2-n2cncn2)cc1 | 1.6% | .
Cc1onc(-c2ccccc2Cl)c1C(=O)Nc1ccc(S(=O)(=O)N2CCCC2)cc1 | . | -2%
COc1ccc(-c2nnc(-c3ccc(Br)o3)o2)cc1 | 6.0% | 0%
COc1ccc2[nH]c(C)c(CN3CCC(C)CC3)c(=O)c2c1 | 2.9% | -7%
Cc1cc(OCCN2CCOCC2)ccc1Cl | -6.9% | 3%
O=C(c1ccccc1C(=O)N1CCN(c2ccccc2)CC1)N1CCN(c2ccccc2)CC1 | 1.2% | -4%
COc1ccc(-c2nnc(SCC(=O)NC(C)c3ccccc3)o2)cc1OC (centres undefined) | -2.0% | -16%
Cn1c(SCC2CCCO2)nnc1-c1ccncc1 (centres undefined) | 13% | 2%
CCN(CC)CN1C(=O)C(=O)/C(=C(\O)c2ccc(Cl)cc2)C1c1ccccc1F (centres undefined) | 2.9% | 3%
CC(=O)c1cccc(NS(=O)(=O)c2ccc3c(c2)oc(=O)n3C)c1 | 4.3% | -5%
O=C(O)COc1c(F)c(F)c(C(F)(F)F)c(F)c1F | -5.0% | 1%
COC(=O)c1[nH]c2c(c1C)C(=O)CC(c1ccc(C)cc1)C2 (centres undefined) | . | 0%
COc1ccc(CC(=O)NCc2ccc(F)cc2)cc1OC | 4.7% | 1%
COc1cc(NCCCC(C)N)c2ncccc2c1 (centres undefined) | 2.4% | 35%
C/C(=N/N1CCN(Cc2ccccc2)CC1)c1ccc(Br)cc1 | 6.5% | 2%
CCc1ccc2oc(-c3ccc(C)c(NS(=O)(=O)c4ccccc4)c3)nc2c1 | -4.8% | 4%
CC(=O)c1ccc(NC(=S)NC(NC(=O)N(C)C)C(Cl)(Cl)Cl)cc1 (centres undefined) | -0.8% | 3%
CCOc1ccccc1NC(=O)c1c(NC(=O)COc2ccccc2)sc2c1CCC2 | 0.6% | 0%
CCN(CC)C(=O)CSC1=C(C#N)C(c2ccco2)C(C(=O)OCCOC)=C(C)N1 (centres undefined) | 1.1% | -1%
COc1ccccc1CNCc1cccc(Oc2ccccc2)c1 | -0.9% | 4%
CCOC(=O)CCCn1nc(C)n2c(cc3sccc32)c1=O | 2.2% | -7%
CCOc1ccc(-c2nc(-c3ccc(OC)cc3)no2)cc1OCC | -4.1% | -2%
COc1ccccc1OCC(=O)NC1CC(C)(C)NC(C)(C)C1 | 1.3% | 0%
CN(C)C(=O)CCc1nc(-c2ccc(C(C)(C)C)cc2)no1 | 4.6% | 1%
CCC(=O)N1c2ccc(S(=O)(=O)CCC(=O)NCc3cccs3)cc2CC1C (centres undefined) | 1.7% | .
COC(=O)c1ccc(NC(=O)COc2ccc(C)cc2C)cc1 | -7.3% | 2%
Cc1ccc([N+](=O)[O-])cc1-c1ccc(/C=C2\C(=O)NC(=O)N(c3ccc(Cl)cc3)C2=O)o1 | 1.4% | 3%
COc1ccc2cc(C(=O)Nc3c(C)n(C)n(-c4ccccc4)c3=O)sc(=O)c2c1OC | -0.2% | -11%
Cc1ccc(S(=O)(=O)Nc2ccc(-c3nnc(SCC#N)n3C)cc2)cc1 | -3.6% | -3%
COc1cc(NC(=O)CSc2ncccc2C(=O)OC(C)C)cc(OC)c1 | 3.5% | .
CCN(CC)C(=O)CSc1nc(-c2ccc(C)cc2)nc2c1COC(C)(C)C2 | -0.1% | .
Cc1ccc(S(=O)(=O)/N=C(\CCl)N2CCOCC2)cc1 | 7.0% | .
COC(=O)c1cc(C(=O)N2CCN(c3ccccc3)CC2)cc([N+](=O)[O-])c1 | 0.3% | 4%
Clc1cccc(/C=N/N=C/c2cccc(Cl)c2Cl)c1Cl | -3.4% | -4%
O=C(NC(=S)Nc1ccc2oc(-c3cccc(I)c3)nc2c1)c1ccco1 | 2.4% | -1%
COc1cccc(C2C(C#N)=C(N)Oc3cc(C)n(Cc4ccco4)c(=O)c32)c1 (centres undefined) | -2.7% | -1%
CCCc1cc(=O)[nH]c(SCC(=O)N(C)CC(=O)Nc2ccc(C)cc2)n1 | -0.3% | -13%
COc1ccc(C(N)=O)cc1NC(=O)COc1ccc(F)cc1 | -3.1% | 0%
CC(CC(=O)Nc1ccc(Cl)cc1)c1ccccc1 (centres undefined) | 4.0% | -2%
Cc1oc(-c2ccccc2F)nc1CS(=O)(=O)CC(=O)NC1CCCC1 | 5.1% | -2%
COc1ccccc1Cc1noc(-c2ccc([N+](=O)[O-])cc2)n1 | 3.1% | -3%
CCOc1ccc(C(=O)Nc2sc3c(c2C(N)=O)CCCC3)cc1 | -2.5% | 7%

Overlap with the part before: two compounds, then new ones.
mol | Hsp70 inhibitors | MKP-3 inhibition
COc1ccccc1Cc1noc(-c2ccc([N+](=O)[O-])cc2)n1 | 3.1% | -3%
CCOc1ccc(C(=O)Nc2sc3c(c2C(N)=O)CCCC3)cc1 | -2.5% | 7%
Cc1ccc(OCCSc2nnnn2-c2ccccc2)cc1 | 0.5% | 0%
Brc1ccc(-c2noc(CCc3ccccc3)n2)o1 | -2.4% | -8%
Cc1cccc(NC(=O)CSc2nc3ccc([N+](=O)[O-])cc3s2)c1C | -1.8% | 3%
Cc1cc(Br)ccc1NCc1ccccn1 | -5.5% | 4%
CCOC(=O)c1c(-c2ccccc2)csc1NC(=O)c1ccc(C)cc1 | -2.1% | 0%
COc1ccc(C(NC(=O)Cc2ccccc2)NC(=O)Cc2ccccc2)cc1OC | 1.1% | 4%
CCOc1ccc(NC(=O)CN2CCN(CC(=O)c3ccc(OCC)cc3)CC2)cc1 | -2.0% | 0%
COc1ccc(N2C(=O)c3ccccc3C2(O)c2ncc[nH]2)cc1 (centres undefined) | 5.5% | 1%
CCCCn1c(SCC(=O)NCc2ccco2)nc2ccc(N3CCOCC3)cc2c1=O | 2.8% | -1%
CC(=O)Oc1ccc2c(C)cc(=O)oc2c1I | 0.3% | 6%
Cc1ccc(NC(=O)CN(c2cccc(Br)c2)S(=O)(=O)c2ccccc2)cc1C | 2.9% | 2%
CCc1ccc(NC(=O)C(=O)NCCN2CCN(C(=O)C(c3ccccc3)c3ccccc3)CC2)cc1 | -4.3% | 2%
COc1ccc(N2CC(C(=O)Nc3ccc(F)cc3F)CC2=O)cc1 (centres undefined) | 9.0% | -1%
CSc1ccccc1NC(=O)CC1Sc2ccccc2NC1=O (centres undefined) | 5.5% | 4%
COC(=O)[C@H](C)NC(=O)Nc1cccc(C(F)(F)F)c1 | 1.0% | -2%
CCOc1ccccc1C(=O)NCCC(=O)O | -3.0% | -5%
Cc1cc(/C=N/c2nc3ccc(Br)cc3n2C)c(O)c([N+](=O)[O-])c1 | -2.0% | -1%
CCCn1nc(C(=O)N2CCc3ccccc3C2)c2ccccc2c1=O | 7.0% | .
c1cnc(N2CCN(Cc3c[nH]c4ccccc34)CC2)nc1 | -1.4% | -1%
CCN(CC)C(=O)c1sc(NC(=O)c2ccc(Br)o2)c(C(=O)OC)c1C | -1.3% | .
COCC(C)NC(=O)c1ccc(N(C)C)cc1 (centres undefined) | -5.1% | -6%
O=C(Nc1ccccc1Cl)C(c1ccccc1)c1ccccc1 | -0.3% | 1%
O=C(NC1CCCCC1)C(c1cccnc1)N(C(=O)c1csnn1)C1CCCC1 (centres undefined) | 3.4% | .
Cc1ccc(S(=O)(=O)CC(C)N2CCOCC2)c(S(=O)(=O)CC(C)N2CCOCC2)c1 (centres undefined) | 4.6% | -9%
CN(C)c1ccc(/C=C2\C(=O)NC(=O)N(c3ccc(Cl)cc3)C2=O)o1 | -130% | 1%

Arranged by SMILES length (falling): some entries from above.
mol | Hsp70 inhibitors | MKP-3 inhibition
CN(C)c1ccc(/C=C2\C(=O)NC(=O)N(c3ccc(Cl)cc3)C2=O)o1 | -130% | 1%
CCN(CC)C(=O)c1sc(NC(=O)c2ccc(Br)o2)c(C(=O)OC)c1C | -1.3% | .
O=C(NC1CCCCC1)C(c1cccnc1)N(C(=O)c1csnn1)C1CCCC1 (centres undefined) | 3.4% | .
CCOC(=O)c1c(-c2ccccc2)csc1NC(=O)c1ccc(C)cc1 | -2.1% | 0%
c1cnc(N2CCN(Cc3c[nH]c4ccccc34)CC2)nc1 | -1.4% | -1%
COCC(C)NC(=O)c1ccc(N(C)C)cc1 (centres undefined) | -5.1% | -6%

Continuation.
mol | Hsp70 inhibitors | MKP-3 inhibition
COc1cc2c(cc1OC)C(c1ccc(-c3cc(Cl)ccc3Cl)o1)=NCC2 | -9.7% | .
COCCCNC(=O)c1ccc2c(c1)CCN2S(C)(=O)=O | 10% | .
CCOc1ccc(N(CC(=O)Nc2cc(C)ccc2C)S(C)(=O)=O)cc1 | -1.0% | 0%
COc1cccc(-n2c(C)nnc2SCC#N)c1 | -2.7% | -4%
O=C(NCc1ccc2c(c1)OCO2)c1nn2cccnc2c1Cl | 2.6% | -10%
COc1ccc(NC2c3ccccc3C(=O)N2c2cccnc2)cc1Cl (centres undefined) | . | 10%
O=S(=O)(c1cccc(-c2nn3c(-c4ccncc4)nnc3s2)c1)N1CCOCC1 | 6.1% | -3%
Nc1nc2n(n1)C(c1ccccc1Cl)CC(c1ccc(F)cc1)N2 (centres undefined) | 5.2% | 4%
Cc1cc(=O)n2nc(N3CCCC(C(=O)NCc4ccco4)C3)sc2n1 (centres undefined) | -0.5% | -2%
CN(c1ccc(C(=O)NCCC2=CCCCC2)cc1)S(C)(=O)=O | 10% | -7%
CCOC(=O)c1sc2nc3n(c(=O)c2c1C)CCC(C)CC3 (centres undefined) | 6.1% | 5%
CCOC(=O)C(NC(C)=O)(N1CCOCC1)C(F)(F)F (centres undefined) | -11% | -9%
O=C(Nc1ccc(F)cc1)C1CC(=O)N(c2ccc(Cl)cc2)C1 (centres undefined) | . | -2%
CCOC(=O)N1CCC(N2CC34C=CC(O3)C(C(=O)Nc3ccc(OCC)cc3)C4C2=O)CC1 (centres undefined) | -1.5% | 0%
CCCc1nnc(NC(=O)c2cccc(OC)c2)s1 | 1.3% | -14%
O=C(NCCCN=C1NS(=O)(=O)c2ccccc21)c1ccc(S(=O)(=O)N2CCCCC2)cc1 | 2.2% | -7%
CN1C(=O)/C(=C\c2ccccc2OCCOc2ccc([N+](=O)[O-])cc2)SC1=S | 5.4% | 1%
O=C(NCCC1=CCCCC1)C(=O)Nc1ccccc1F | -1.4% | 4%
COc1cc(C(=O)NCc2nnc(SCC(=O)N3CCc4ccccc43)o2)cc(OC)c1OC | -0.8% | -4%
CC/C(C)=N/NC(=O)c1[nH]c2ccc(C)cc2c1-c1ccccc1 | 2.0% | 2%
Cc1cc(-c2ccc(C=C3C(=O)N(C)C(=O)N(C)C3=O)o2)cc([N+](=O)[O-])c1C | 1.1% | -2%
CCOc1ccc(C2c3c(oc4ccccc4c3=O)C(=O)N2CCCN2CCOCC2)cc1OCC (centres undefined) | 3.8% | -4%
COC(=O)CN(Cc1ccco1)S(=O)(=O)c1ccccc1 | 4.6% | -6%
COCc1cc(C)nc2sc3c(=O)oc(C)nc3c12 | 2.0% | -2%
CC1CC(C)CN(CCCNC(=O)c2ccc3c(c2)NC(=O)C(N2CCCCC2)S3)C1 (centres undefined) | 0.6% | -6%
COC(=O)C1CCN(c2cc(=O)n(-c3ccc(OC)cc3)c(=O)[nH]2)CC1 | 8.1% | 0%
O=C(Nc1ccc2c(c1)OCCO2)C1c2ccccc2Oc2ccccc21 | -0.7% | 5%
N#CCc1ccc(NS(=O)(=O)c2cccs2)cc1 | -7.8% | -6%
CSc1nsc(SC)c1NC(=O)Nc1ccccn1 | . | 3%
Cc1cn(C2CC3OCC3O2)c(=O)[nH]c1=O (centres undefined) | -3.7% | -6%
O=C(O)c1cc(-c2ccc(/C=N/Nc3ccc(Cl)cc3)o2)ccc1Cl | 5.0% | 0%
O=C(NCc1ccncc1)c1cccs1 | 0.7% | -3%
CC(C)CCNC(=O)Cn1cc2c(n1)CCCCC2 | 2.2% | -5%
Cn1cc(Br)c(C(=O)NC2C3CC4CC(C3)CC2C4)n1 (centres undefined) | 2.0% | .
O=C(Cc1ccccc1)Nc1ccccc1N1CCN(c2ccccc2)CC1 | -2.8% | -1%
COc1cc(C2C(C#N)=C(N)Oc3n[nH]c(C)c32)cc2c1OCO2 (centres undefined) | 2.6% | 3%

Screening results as filed in PubChem BioAssay.

An excerpt; the hit share may differ from the screen's.
